LGR2 inh – Drosophila LGR2 receptor signaling inhibition; AID 720647; inhibition, % at 9.99 µM; 380,000 compounds, 0.35% hits; HEK293 LGR2, CRE-luciferase, bursicon-stimulated, 4 h;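 active means drop in luminescence signal, shown as inhibition above about 50% in the replicate tests, limit read from the data, passing the limit was not always enough; inconclusive means probably only some replicates passing the limit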;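 further: agonist challenge used bursicon conditioned medium at about half maximal strength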
INS-1E GSIS act – GLuc luminescence reporter in INS-1E cells, primary screen for activators of glucose-dependent secretion of insulin | activation, % at 16.6 µM | AID 743287 | INS-1E GLuc reporter insulin secretion, 2-3 h | 370,000 compounds, 0.61% hits;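 active means lowest replicate activation of at least 40%, so every replicate reaches that level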;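 further: 0% = median of neutral control wells and 100% = median of IBMX positive control wells; some compounds called inactive have numbers as strong as hits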
ARNT TACC3 PPI – disruptors of human ARNT/TACC3 interaction. Q9Y6A5. AlphaScreen His-ARNT PAS-B/GST-TACC3 binding, luminescence; TACC3 fragment carries E629A point mutation. inhibition, % at 9.99 µM. 390,000 compounds, 0.66% hits. AID 623870;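 active means mean inhibition of replicates at least 50% and at least half of replicates each reaching 50%; inconclusive means half or more replicates reach 50% but mean below 50%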;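 further: 0% = complete ARNT plus TACC3 wells and 100% = ARNT alone without TACC3; many hits fall short of the cut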
PGC1a acetyl inh – PGC1a acetylation modulation, inhibitor mode | U2OS PGC1a acetylation, AlphaScreen anti-acetyl-lysine; with virally co-expressed GCN5 acetyltransferase | inhibition, % at 15.6 µM | 350,000 compounds, 0.17% hits;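 active means every replicate shows inhibition of at least 40%; inconclusive means mean inhibition at least 40% but some replicate below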;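 further: 0% = neutral control wells and 100% = positive control wells; some results beyond the cut were filed as inactive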
Cneo AK release – causes C. neoformans cell lysis; lysis activity, % at 15 µM; adenylate kinase release luminescence, 4 h; normalised: neutral wells 0, clomiphene wells 100; AID 651654; 360,000 compounds, 0.2% hits;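 active means mean lysis activity across replicates of at least 80%, whatever share of replicates individually reach that level; inactive means mean lysis activity below 80%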
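Schedule: static 4 h at 37 °C with compound, 1 h detection; system: C. neoformans cells; benchmarks: Clomiphene as positive control; buffer or medium: fresh YPD medium; measure: luminescence rise reflecting yeast cell lysis; measured by: luminescent adenylate kinase detection reagent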
PglD DTNB – inhibitors of Campylobacter jejuni PglD acetyltransferase | purified PglD enzyme, DTNB colorimetric CoA detection | inhibition, % at 12.5 µM | 360,000 compounds, 0.098% hits | AID 602405; in the data active means inhibition above about 16%, passing the limit was not always enough; inconclusive means no clear call, values can overlap the other calls; further: strong numbers were not always called active
PAX8 inh HTS – lowers PAX8-driven luciferase in RMG-I cells; inhibition, % at 12.6 µM; RMG-I TPO-luciferase reporter, SteadyGlo, 24 h; AID 652154; 360,000 compounds, 1.2% hits;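 active means mean replicate inhibition at least 60% with every replicate also reaching 60%; inconclusive means only one of the two criteria is met; inactive means mean below 60% and not all replicates reaching 60%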;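 further: luciferase light reporting Pax8 driven TPO promoter activity; plate controls were median of neutral control wells for no effect and mitoxantrone controls for full effect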
Statin myotox sup – suppression of simvastatin myotoxicity; rescue of ATP level, % at 7.49 µM; C2C12 myotubes + simvastatin, ATP luminescence, 48 h; scaled: DMSO 0, geranylgeraniol control 100; 330,000 compounds, 0.78% hits;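 active means mean ATP rescue above about 67%, or every replicate alone reaching that limit, limit read from the data, passing the limit was not always enough; inconclusive means no clear call, values can overlap the other calls; inactive means mean under the limit and some replicate under it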;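 further: myotubes were challenged with 10 µM simvastatin during compound exposure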
Starred values were filed as active, the others as inactive; ? = inconclusive; . = no result given; & = joins results of further samples.

smiles	LGR2 inh	INS-1E GSIS act	ARNT TACC3 PPI	PGC1a acetyl inh	Cneo AK release	PglD DTNB	PAX8 inh HTS	Statin myotox sup
CC(C)(C)NCC(O)COc1cccc2[nH]c(=O)[nH]c12 (configuration not stated)	-15	8	-2	11	0	5	9	6
COC1=C/C(=C/c2c(N)n3nc(CC(=O)N4CCOCC4)sc3nc2=O)C=CC1=O	3	.	4	-6	37	10	-8	-6
O=C(O)c1ccc(NC(=O)C2(c3ccccc3)CCOCC2)cc1	-10	4	-5	27	1	3	.	9
O=C(/C=C/c1cccs1)Nc1ccc(S(=O)(=O)Nc2ncccn2)cc1	1	8	1	0	5	-4	-9	-6
C/C=C/c1ccc([C@H]2[C@@H](CO)N3CCCCN(C(=O)Nc4ccccc4F)C[C@@H]23)cc1	0	-18	-2	5	43	2	-10	.
CCN1C(=O)NC(c2cc(Br)ccc2OC)C(C(=O)OC)=C1C (configuration not stated)	.	.	-4	-1	0	9	.	31
C[C@H](O)C#Cc1ccc2c(c1)O[C@@H](CN(C)C(=O)c1ccncc1)[C@H](C)CN([C@@H](C)CO)S2(=O)=O	2	21	0	6	0	3	-6	-11
C[C@@H]1CN([C@@H](C)CO)C(=O)Cc2cc(NC(=O)NC3CCCCC3)ccc2O[C@@H]1CN(C)S(=O)(=O)c1ccc(F)cc1	-11	-19	-4	9	-2	-3	-40	-18
CCCCCCSc1ccc([C@@H]2[C@H]3C(=O)N(C)C(=O)[C@H]3[C@]3(C(=O)OC)CCCCN23)cc1OC	.	.	8	-2	-2	-4	8	-5
CN1[C@@H]2Cn3c(ccc(-c4ccc(F)cc4)c3=O)[C@H]1[C@@H](C(=O)Nc1nccs1)[C@@H]2CO	-7	-4	1	.	-1	4	-1	1
Cc1ccc([C@H]2C[C@H](O)[C@@H](n3cc(COC(=O)c4ccccc4)nn3)CN2C(=O)C2CCCCC2)cc1	2	-21	.	1	3	0	1	6
C[C@@H]1CN([C@@H](C)CO)C(=O)c2cc(NS(=O)(=O)c3ccccc3)ccc2O[C@@H]1CN(C)C(=O)Nc1ccc(C(F)(F)F)cc1	8	-29	.	9	.	.	21	14
CCc1ccc(NC(=O)C(=O)N/N=C(\C)CC(=O)Nc2ccccn2)cc1	-22	-8	3	-1	3	0	.	.
C[C@@H]1CN([C@H](C)CO)C(=O)c2cccc(NS(=O)(=O)c3cn(C)cn3)c2O[C@@H]1CN(C)Cc1ccc(C(=O)Nc2ccccc2N)cc1	13	-4	.	2	.	.	-29	.
CCOc1cc(S(=O)(=O)NCc2ccc3c(c2)OCO3)ccc1F	.	.	-13	8	3	-2	.	9
Cc1ccc(S(=O)(=O)N(C)C[C@H]2OCCCC[C@H](C)Oc3ccc(NS(=O)(=O)c4ccccc4)cc3C(=O)N([C@@H](C)CO)C[C@H]2C)cc1	-12	7	7	0	0	3	25	48
COc1ccc(S(=O)(=O)N(C)C[C@H]2Oc3ccc(NC(=O)C4CCCCC4)cc3C(=O)N([C@@H](C)CO)C[C@H]2C)cc1	8	-1	2	6	47	0	.	-24
O=C(/C=C/c1ccc(OC2CSC2)cc1)c1ccccc1	.	8	-5	-5	-7	1	-148	-7
C[C@H](CO)N1C[C@H](C)[C@@H](CN(C)C(=O)Nc2ccc(C(F)(F)F)cc2)Oc2c(NC(=O)Nc3ccccc3)cccc2C1=O	21	-34	-3&5	1&1	-1&-1	7&-2	-6	-9&-1
COc1ccc(NS(=O)(=O)c2cccc(C(=O)NNC(=O)CNC(=O)c3ccco3)c2)cc1	6	-19	-4	.	-8	0	-6	.
Cc1ccc(NC(=O)CNc2cccc(C)c2C)c(C)c1	.	.	.	-7	-1	4	.	10
C/C(=N/NS(=O)(=O)c1ccc(Cl)cc1)c1cccc(NC(=O)c2ccncc2)c1	-12	2	1	.	1	-1	-16	5
C/C=C/c1ccc2c(c1)O[C@@H](CN(C)Cc1cncnc1)[C@H](C)CN([C@H](C)CO)S2(=O)=O	-6	8	1	0	-1	6	.	-28
COc1ccc(NC2=NC(=S)N(c3ccccc3C)C23CCCCC3)cc1	.	.	1	-24	0	-1	1	8
CNC(=O)COc1ccc(S(=O)(=O)Nc2ccccc2)cc1	12	-6	5	17	6	-1	-1	1
O=C(Nc1ccccc1F)N1CC(=O)N2[C@H](CO)[C@H](c3ccc(C#Cc4ccccc4)cc3)[C@H]2C1	10	-21	.	6	.	.	13	.
O=C(OCC(=O)N1CCCc2ccccc21)c1cc(S(=O)(=O)N2CCOCC2)ccc1F	2	-3	-3	15	16	5	1	26
COc1ccc(OC)c(Cc2nnc(CCC(=O)N3CCCCC3c3nccs3)o2)c1 (configuration not stated)	-42	-1	-3	13	1	3	-123	-1
COc1ccccc1NC(=O)Cc1cccc2ccccc12	1	0	-6	.	4	-3	2	9
CO[C@@H]1CN(C)C(=O)c2ccc(NC(=O)C3CCCCC3)cc2OC[C@H](C)NC[C@H]1C	-2	-4	-6	.	0	2	2	-6
O=C(O)c1ccc(C(=O)c2ccc3c(c2)C(=O)N(CC2CCCO2)C3=O)cc1 (configuration not stated)	-5	-1	-15	.	2	1	4	.
O=C(C[C@@H]1C=C[C@H](NS(=O)(=O)c2ccc(F)cc2)[C@@H](CO)O1)NC1CCCCC1	-7	18	-2	-4	-3	18	1	3
O=C(Nc1ccccc1)C(c1ccccc1)C1CCCC1 (configuration not stated)	13	-10	3	-9	.	.	13	.
COc1ccccc1C(=O)COC(=O)c1cc([N+](=O)[O-])ccc1N1CCOCC1	-16	7	7	-3	1	-7	9	-18
CC(=O)c1ccc(-n2c(=O)[nH]c(=O)c3c(N)c(C(=O)c4ccc(Cl)cc4)sc32)cc1	-6	12	-4	-6	-4	2	31	-4
Cc1ccc(Nc2nnc(SCC3CCCCO3)s2)cc1 (configuration not stated)	-46	-1	10	.	1	-1	-74	.
O=C1c2ccccc2CCCC12N=NCC2c1cccc2ccccc12 (configuration not stated)	.	.	-1	-22	-3	-3	13	-20
CCC(C)C(N)C1=NC(C(=O)N[C@@H](CC(C)C)C(=O)N[C@H](CCC(=O)[O-])C(=O)N[C@H](C(=O)N[C@H]2CCCCNC(=O)[C@H](CC(N)=O)NC(=O)[C@@H](CC(=O)[O-])NC(=O)[C@H](Cc3cnc[nH]3)NC(=O)[C@@H](Cc3ccccc3)NC(=O)[C@H]([C@@H](C)CC)NC(=O)[C@@H](CCCN)NC2=O)[C@@H](C)CC)CS1.[Zn+2] (some centres not stated)	.	.	-2	0	2	-1	.	-2
C[C@@H]1CN([C@H](C)CO)C(=O)c2cc(NC(=O)CCC(F)(F)F)ccc2O[C@@H]1CN(C)Cc1ccc(Cl)c(Cl)c1	19	-46	9	-7	-2	5	9	13
CCCC(c1nnnn1Cc1ccccc1)N1CCN(c2ccccc2OC)CC1 (configuration not stated)	.	.	2	-11	2	6	.	24
Cc1ccc(S(=O)(=O)N(C)C[C@H]2OCCCC[C@H](C)Oc3ccc(NC(=O)CCCN(C)C)cc3C(=O)N([C@H](C)CO)C[C@@H]2C)cc1	-12	32	-3	-1	-7	12	1	.
CC(C)NC(=O)Nc1ccc2c(c1)C(=O)N(C)[C@@H]1CC[C@@H](CC(=O)Nc3ccccc3)O[C@@H]1CO2	18	8	-5	-8	-5	2	-1	0
CN(C)c1ccc(C(=O)Nc2cccc(S(=O)(=O)N3CCCC3)c2)cc1	-21	11	3	-3	-3	1	-90	8
Cc1onc(-c2c(Cl)cccc2Cl)c1C(=O)Nc1ccc(C(N)=O)cc1	-21	-17	-1	.	0	-3	-18	-3
C[C@@H](NC(=O)C[C@H]1C=C[C@H](NC(=O)c2cccnc2)[C@@H](CO)O1)c1ccccc1	-5	5	-2	-6	-4	-1	-1	-4
O=C(COC(=O)c1ccc(Cl)c(S(=O)(=O)N2CCCCC2)c1)NCCc1ccccc1	0	-60	-6	6	0	-1	.	-6
CCCC(=O)NC(=S)Nc1ccc(N2CCN(C(=O)c3cccs3)CC2)cc1	-6	-6	-4	18	5	1	-17	.
CN(C)C(=O)[C@H]1[C@H](CO)[C@H]2Cn3c(ccc(C4=CCCC4)c3=O)[C@@H]1N2C	-7	0	-12	.	-1	-1	.	16
O=S(Cc1ccc(Cl)cc1)CC(O)COc1ccc(Cl)cc1 (configuration not stated)	.	.	-2	-7	-3	-1	.	-13
COc1ccc(C(C)=O)cc1COC(=O)c1cc(=O)c2ccccc2o1	6	0	1	.	8	-1	7	0
CC(C)Sc1cc(N2CCCC2)nc(-c2ccccc2)n1	-27	-28	-9	11	.	.	.	.
COc1ccc(C(=O)CSc2nc(SC)ns2)cc1OC	.	.	1	-20	-1	0	.	15
COCCNC(=O)c1cccc2c(-c3ccnn3C)coc12	-4	46	.	0	0	1	31	3
O=S1(=O)CC/C(=N\Nc2ccccc2)c2ccsc21	12	2	16	.	.	.	-1	.
CCCc1cc(=O)oc2cc(OCC(=O)N(C)C)c(Cl)cc12	.	.	15	.	5	4	.	-9
Cc1ccc(S(=O)(=O)N(C)C)cc1NC(=O)COC(=O)c1ccc2ccccc2n1	2	2	-3	.	0	-9	14	7
CCn1c2ccccc2c2cc(NC(=O)CSc3nnc(-c4ccc(OC)c(OC)c4)n3N)ccc21	.	.	11	-6	-2	-1	14	-4
O=C(CCN1C(=O)/C(=C/c2ccccc2Cl)SC1=S)NC1CCCC1	7	15	-7	-1	0	1	6	.
CCCCCCNC(=O)CC(c1ccccc1)c1cc(Br)ccc1O (configuration not stated)	?	-13	-1	-3	-1	-2	.	28
O=C(OCc1ccccc1)/C(=C/c1cccc(Br)c1)NC(=O)c1ccco1	0	8	-2	-3	0	-1	17	1
Cc1ccc(C(=O)OCC(=O)NCC2CCCO2)c(C)c1 (configuration not stated)	2	1	-32	9	.	.	-10	.
COc1cccc2cc(-c3nnc(SCC(=O)Nc4cc(C(F)(F)F)ccc4Cl)n3N)oc12	.	.	2	-10	4	0	.	-25
CC(C)c1nnc(NC(=O)c2ccc(S(=O)(=O)N3CCOCC3)cc2)s1	0	18	-8	.	1	2	9	-3

Source: PubChem (Broad Institute)
